# HT1080 viability = HT1080 cell viability loss – fluorescence readout (AID 620) | HT1080 viability, fluorescence; higher % means a stronger effect | cytotoxicity, % at 10 µM, or EC50 in µM where a hit was titrated | 87,000 compounds, 0.42% hits;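 also: cells exposed to compound overnight then 4 h with Alamar Blue; 0% = vehicle DMSO and 100% = killing control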
# Alkaline phosphatase = human TNAP enzyme inhibitors, biochemical, luminescent (AID 518); purified TNAP enzyme, luminescent substrate readout; higher % means a stronger effect; inhibition, % at 20 µM, or IC50 in µM where a hit was titrated; 64,000 compounds, 0.09% hits; in the data active = a potency from the dose series; inactive = the rest, 99 in 100 with inhibition below about 22%;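 also: plate controls were vehicle for no effect and reference inhibitor for full effect; many of its hits are not listed in these tables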
# Bfl-1 inhibitors = displacement of Bid BH3 peptide from Bfl-1 – biochemical, fluorescence polarization, FITC-Bid, mouse, primary screen (AID 432) | FITC-Bid BH3 peptide fluorescence polarization displacement; higher % means a stronger effect | displacement, % at 20 µM, or IC50 in µM where a hit was titrated | 64,000 compounds, 0.02% hits; in the data active = a potency from the dose series; inactive = the rest, 99 in 100 with displacement below about 15%; also: strong numbers were not always called active
# MK inhibit = inhibitors of Streptococcus pneumoniae mevalonate kinase. AID 555. purified MK, PK/LDH-coupled NADH absorbance 340 nm. inhibition, % at 10 µM. 65,000 compounds, 0.48% hits;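 active = ranked among the strongest by inhibition in the single 10 µM screen, a fixed top-ranked set picked for dose follow-up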; also: no value below 0 was filed
# HPDE-C7K KRASV12 = viability loss of HPDE-C7K cells – cell-based, fluorescence, HTS, primary screen (AID 431); 63,000 compounds, 1.7% hits; cytotoxicity, % at 10 µM; hits with a dose series show EC50 in µM; HPDE-C7K KRASV12 cells, Alamar Blue viability, 48 h; higher % means a stronger effect;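 active = compounds whose percent cytotoxicity in the single-dose primary screen, scaled between solvent and toxic-drug controls, exceeds 50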;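 also: 0% = DMSO solvent wells and 100% = doxorubicin-treated wells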
# LYP phosphatase = LYP phosphatase inhibitors, primary screen, biochemical, DiFMUP fluorescence, recombinant catalytic domain, 10 µM (AID 606); inhibition, % at 10 µM; hits with a dose series show IC50 in µM; 52,000 tested, under 10 active; recombinant LYP catalytic domain, DiFMUP fluorescence; higher % means a stronger effect;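 active = IC50 under 40 µM in the dose-response test; inactive = IC50 of 40 µM or more, or never dose-tested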
# Spn PMK inh = inhibitors of Streptococcus pneumoniae phosphomevalonate kinase; 65,000 compounds, 0.49% hits; AID 539; inhibition, % at 10 µM; purified PMK, PK/LDH-coupled NADH absorbance 340 nm;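 active = top-ranked compounds by inhibition in the single 10 µM screen, taking a fixed number of the strongest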;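 also: 0% = full reaction with DMSO carrier and 100% = background rate without enzyme reaction; no value below 0 was filed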
# HPDE-C7 viability = HPDE-C7 pancreatic duct cell viability loss – fluorescence, HTS (AID 430). HPDE-C7 pancreatic duct cells viability, fluorescence; higher % means a stronger effect. cytotoxicity, % at 10 µM, or EC50 in µM where a hit was titrated. 63,000 compounds, 1.8% hits;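 also: cells exposed to compound for 48 hours before viability readout; 0% = vehicle and 100% = reference cytotoxic drug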
# Spn DPM-DC inh = inhibitors of Streptococcus pneumoniae diphosphomevalonate decarboxylase; AID 556; calls only at 10 µM; purified DPM-DC, PK/LDH coupled NADH fluorescence; 65,000 compounds, 0.49% hits;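 active = the 320 compounds with the highest percent inhibition in the single-dose primary screen, excluding strongly autofluorescent ones, cut at about 32% in these data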;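 also: kinetic rate of NADH fluorescence loss reporting ADP formed by the decarboxylase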
# Spn PMK inh pilot replicates = further read-out of Spn PMK inh, marked with its call; inhibition, %; measured here: pilot screen replicates
# MK inhibit pilot replicates = further read-out of MK inhibit, marked with its call; inhibition, %; measured here: pilot screen replicates
# Spn DPM-DC inh pilot screen % = also measured in Spn DPM-DC inh; calls as there; inhibition, %; measured here: pilot screen trials
# Starred values were filed as active, the others as inactive; i = inactive; . = no result given. Rule as the data show it, unless noted: active = cytotoxicity above about 50%; inactive = the rest.
SMILES,HT1080 viability,Alkaline phosphatase,Bfl-1 inhibitors,MK inhibit,HPDE-C7K KRASV12,LYP phosphatase,Spn PMK inh,HPDE-C7 viability,Spn DPM-DC inh,others
O=C(Cc1cccs1)N1CCCC(c2nc(-c3ccc(S(=O)(=O)N4CCCC4)cc3)no2)C1 (stereo unspecified),0%,9%,-6%,8,0%,.,8,-11%,i,
Cn1c(=O)[nH]c(=O)c2c1nc(CN1CCN(c3ccc(F)cc3)CC1)n2CCCc1ccccc1,-5%,6%,6%,0,20%,10%,0,-12%,i,
O=C1OCCC1Sc1nnc(-c2ccc3c(c2)OCO3)n1-c1ccccc1 (stereo unspecified),-3%,3%,6%,1,-4%,8%,13,1%,i,
CCOc1ccc(N(CC(=O)NCCCOC)S(C)(=O)=O)cc1,0%,16%,0%,4,-17%,2%,12,-11%,i,
CC(CC1C(C#N)=C(N)SC(N)=C1C#N)c1ccccc1 (stereo unspecified),-2%,11%,-26%,11,31%,.,17,19%,i,
O=C(Nc1ccc(NC(=O)C2CC2)nc1)c1ccccn1,0%,-2%,-4%,8,-10%,11%,0,-21%,i,
CCOc1cccc(N2C(=O)CC(N(CCc3ccc(OC)c(OC)c3)C(=O)CC)C2=O)c1 (stereo unspecified),-6%,23%,-5%,2,8%,9%,9,4%,i,
Cc1ccc(Cl)cc1N1CCN(Cc2nc3c(c(=O)[nH]c(=O)n3C)n2CCc2ccccc2)CC1,32%,.,.,2,.,1%,3,.,i,
CS(=O)(=O)c1ccc2nc(NC(=O)CN3CCCCCC3)sc2c1,35%,6%,-3%,30,-2%,.,3,-5%,i,
CCOc1ccc(C2C3=C(CCCC3=O)Nc3nc(C(F)(F)F)nn32)cc1OC (stereo unspecified),-5%,6%,-4%,7,1%,11%,9,3%,i,
Cc1cc(C)n(-c2c(F)c(F)c(CN3CCCCC3)c(F)c2F)n1,-16%,15%,-16%,0,-29%,17%,10,-14%,i,
CCC(=O)N1CCCc2cc(S(=O)(=O)N3CCN(c4ccccn4)CC3)ccc21,-1%,7%,-7%,11,0%,.,9,-4%,i,

# Compounds from the list above containing fluorine:
SMILES,HT1080 viability,Alkaline phosphatase,Bfl-1 inhibitors,MK inhibit,HPDE-C7K KRASV12,LYP phosphatase,Spn PMK inh,HPDE-C7 viability,Spn DPM-DC inh,others
Cn1c(=O)[nH]c(=O)c2c1nc(CN1CCN(c3ccc(F)cc3)CC1)n2CCCc1ccccc1,-5%,6%,6%,0,20%,10%,0,-12%,i,
CCOc1ccc(C2C3=C(CCCC3=O)Nc3nc(C(F)(F)F)nn32)cc1OC (stereo unspecified),-5%,6%,-4%,7,1%,11%,9,3%,i,
Cc1cc(C)n(-c2c(F)c(F)c(CN3CCCCC3)c(F)c2F)n1,-16%,15%,-16%,0,-29%,17%,10,-14%,i,

# Returning to the listing; the 2 compounds before the break are reprinted first.
SMILES,HT1080 viability,Alkaline phosphatase,Bfl-1 inhibitors,MK inhibit,HPDE-C7K KRASV12,LYP phosphatase,Spn PMK inh,HPDE-C7 viability,Spn DPM-DC inh,others
Cc1cc(C)n(-c2c(F)c(F)c(CN3CCCCC3)c(F)c2F)n1,-16%,15%,-16%,0,-29%,17%,10,-14%,i,
CCC(=O)N1CCCc2cc(S(=O)(=O)N3CCN(c4ccccn4)CC3)ccc21,-1%,7%,-7%,11,0%,.,9,-4%,i,
O=C(CSc1ccc2nnc(-c3cccc(F)c3)n2n1)NCC1CCCO1 (stereo unspecified),-2%,10%,-7%,19,-3%,1%,12,-3%,i,
COc1cc2c(cc1OC)-c1cc(OCc3cccnc3)nc(=O)n1CC2,0%,2%,4%,6,-21%,2%,10,-30%,.,Spn PMK inh pilot replicates=0.5;MK inhibit pilot replicates=0.0
CCCCC(=O)Nc1ccc(NC(=O)C(C)C)cn1,-8%,10%,3%,7,8%,7%,7,0%,i,
CCN(CC)S(=O)(=O)c1ccc(S(=O)(=O)Nc2ccc(C(=O)N3CCCC3)cc2)cc1,-27%,12%,2%,10,-40%,-11%,9,-25%,i,
COC(=O)CSc1nnc(CNc2ccc(OC)cc2)n1C,2%,11%,1%,5,17%,9%,8,2%,i,
Cc1cc(C)cc(N2C(=O)N(c3ccccc3C)C3CS(=O)(=O)CC32)c1 (stereo unspecified),8%,7%,0%,8,8%,13%,9,5%,i,
O=C(O)Cn1c(CC(=O)N2CCCC2)nc2ccccc21,11%,6%,-5%,0,-13%,0%,12,-13%,i,
CCS(=O)(=O)NCC(c1cccnc1)N1CCN(c2ccccc2F)CC1 (stereo unspecified),3%,2%,-2%,1,-8%,4%,16,3%,i,
CCSc1nc(N2CCOCC2)c2c(c1C#N)CCCC2,1%,14%,3%,7,.,7%,4,.,i,
O=C1C(=O)N(CCN2CCOCC2)C(c2ccccn2)/C1=C(/O)c1ccc(Cl)cc1 (stereo unspecified),7%,8%,-2%,13,-3%,10%,11,-9%,i,
O=C(O)CCCC(=O)Nc1cccc(-c2nc3ccccc3[nH]2)c1,4%,6%,0%,14,1%,1%,5,-3%,i,
CC(C)(C)NC(=O)c1ccc(COCC(F)(F)F)o1,5%,10%,-7%,2,-1%,0%,0,-4%,i,
Cc1nc2sccn2c1-c1csc(NCc2ccccc2)n1,-14%,0%,7%,.,-4%,0%,9,3%,i,
O=C(NC1CCCCCC1)C1c2ccccc2C(=O)N1Cc1ccco1 (stereo unspecified),8%,31%,-4%,0,1%,-1%,12,0%,i,
CC(C)CCC(C(=O)O)C(C)CC(=O)NC1CCCCC1 (stereo unspecified),1%,-1%,0%,7,8%,9%,11,4%,i,
Cc1cc(C)n(CCn2nc(C)cc2C)n1,4%,3%,-3%,14,4%,10%,3,-6%,i,
CC(=O)c1c(C)c2c(n1CCN(C)C)CCCC2,5%,2%,-5%,8,-19%,9%,6,-27%,i,
CCCc1nc2sc3c(SCC(=O)NCc4ccco4)ncnc3c2c2c1CCC2,41%,16%,14%,8,50%*,.,0,59%*,i,
COc1ccc2cc(CN(C(=O)Nc3ccccc3OC)C3CCCC3)c(=O)[nH]c2c1,1%,13%,-2%,9,1%,.,9,7%,i,
CCCCn1nnc(NC(=O)Cc2ccc(Cl)cc2)n1,7%,14%,-5%,10,-9%,18%,11,2%,i,Spn PMK inh pilot replicates=4.0;MK inhibit pilot replicates=0.0;Spn DPM-DC inh pilot screen %=1.5
Cn1c(CCNC(=O)c2ccccc2F)nnc1SCc1nc2ccccc2c(=O)[nH]1,6%,10%,-3%,9,7%,-8%,5,-3%,i,
CCCCOc1ccc(S(N)(=O)=O)cc1,2%,3%,-9%,2,2%,9%,12,-11%,i,
CCN(CC)S(=O)(=O)c1ccc(C(=O)Nc2ccc3c(c2)OCCO3)cc1,2%,11%,2%,5,-22%,-3%,13,-9%,i,
O=C(Nc1ccccc1F)c1ccncc1,6%,13%,-5%,0,-8%,3%,0,-3%,i,
C=CCn1c(SCC(=O)c2cc(C)n(C(C)COC)c2C)nc2sc(C)c(C)c2c1=O (stereo unspecified),-1%,9%,26%,7,-12%,0%,17,-23%,i,Spn PMK inh pilot replicates=0.5;MK inhibit pilot replicates=0.0;Spn DPM-DC inh pilot screen %=3.0
CSC1=NCCN1C(=O)Cc1ccc(Cl)cc1,3%,6%,0%,6,4%,11%,0,5%,i,
COC(=O)c1ccc(CSc2nc3scc(-c4cccs4)c3c(=O)[nH]2)o1,-14%,6%,-7%,0,50%*,4%,16,42%,i,
CN1CCN(CC(=O)Nc2c(C(=O)C3CC3)oc3ccccc23)CC1,-8%,13%,2%,5,10%,.,5,-57%,i,
COc1ccc(S(=O)(=O)N(CC(=O)O)c2ccc(C)cc2)cc1,2%,9%,-7%,12,-23%,.,4,-21%,i,
O=C(c1ccc(F)cc1)c1ccc(N2CCCC2)cc1,5%,12%,3%,5,-11%,.,0,-18%,i,
COc1ccccc1N1CCN(S(=O)(=O)c2cccc3nsnc23)CC1,1%,7%,11%,4,13%,1%,0,12%,i,
COc1ccc(CN2C(=O)C3C4C=CC(C4)C3C2=O)cc1 (stereo unspecified),-3%,1%,-6%,0,4%,.,18,-12%,i,
Cc1nc2ccc(CCO)cc2s1,-10%,12%,12%,0,1%,6%,12,-7%,i,Spn PMK inh pilot replicates=0.0;MK inhibit pilot replicates=0.0;Spn DPM-DC inh pilot screen %=0.0
O=C(NCCN1CCOCC1)[C@H](Cc1ccccc1)N1C(=O)c2ccccc2C1=O,1%,10%,-3%,6,-18%,14%,8,-16%,i,
COc1ccc(CCN(C(=O)c2ccccc2)C2=CC3CCC(C2)N3C)cc1OC (stereo unspecified),26%,6%,-7%,9,-17%,.,9,-6%,i,
O=C(Nc1nc2ccc(S(=O)(=O)N3CCCCC3)cc2s1)C1CCCO1 (stereo unspecified),-3%,9%,9%,11,12%,8%,0,16%,i,
CC1=C(C(=O)OCC(C)C)C(c2cccc(F)c2)N2C(=O)C(C)SC2=N1 (stereo unspecified),24%,13%,-6%,0,-6%,.,13,-15%,i,
CCOC(=O)C1CCCN(c2c(Nc3cccc(C)c3)c(=O)c2=O)C1 (stereo unspecified),10%,8%,-1%,3,1%,-4%,6,-9%,i,
CCN(CC)CCN1C(=O)c2ccccc2NC1c1cccc(F)c1 (stereo unspecified),4%,8%,-11%,7,19%,10%,10,-2%,.,
O=C(Nc1ccccc1F)c1cc(S(=O)(=O)N2CCCCC2)cs1,-4%,15%,0%,7,-3%,6%,17,3%,i,
C=CCn1c(SCc2ccc(C(=O)OC)cc2)nnc1-c1sc(N)nc1C,.,4%,12%,6,3%,-7%,7,-4%,i,
O=C(c1ccco1)N1CCN(C(=O)c2cc(-c3ccncc3)nc3ccc(Br)cc23)CC1,6%,2%,-7%,4,1%,12%,5,-4%,i,
COc1ccc(OC)c(S(=O)(=O)N2CCCCC2C(=O)N2CCN(c3ccccn3)CC2)c1 (stereo unspecified),.,6%,-7%,6,-7%,.,0,-13%,i,
CCCCCSc1nc2c(c(=O)[nH]c(=O)n2C)n1C(C)C,-2%,0%,-6%,0,9%,9%,0,13%,i,
O=C(c1ccccc1)c1cccn1CC(=O)N1CCN(c2ccccc2)CC1,8%,11%,-1%,1,29%,4%,12,2%,i,
Nc1c(C(=O)NCc2ccco2)nnn1Cc1ccccc1,.,12%,2%,0,2%,12%,0,9%,i,Spn PMK inh pilot replicates=6.5;MK inhibit pilot replicates=0.0;Spn DPM-DC inh pilot screen %=2.5
Cc1ccnc(NC(=O)Nc2cccc(F)c2)c1,5%,7%,-2%,10,12%,-13%,8,10%,i,
COc1ccc(NC(=O)CSc2nnc(CNC(=O)c3ccco3)n2-c2ccccc2OC)cc1,2%,3%,-5%,4,-17%,-3%,11,-26%,i,
Cn1ccnc1SCC(=O)Nc1cccc(C(F)(F)F)c1,22%,11%,-6%,12,.,.,21,.,i,
Cc1nc2ccc(NC(=O)N3CCN(c4ccccn4)CC3)cc2s1,5%,7%,-7%,5,4%,5%,4,1%,i,
Cc1cc(C)n(C(=O)CSc2nc3ccccc3o2)n1,-1%,11%,-7%,8,13%,.,5,4%,i,
